GPR151 ag: activators of human GPR151, primary screen, cell-based, PathHunter beta-arrestin, luminescence. 1% of 650,000 active. G-protein coupled receptor 151 (Homo sapiens), Q8TDV0. activation, % at 11.2 µM. PathHunter beta-arrestin GPR151 cells; in the data active = activation above about 4.9%;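 also: 0% = median of compound wells and 100% = cells with positive control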
MITF primary: MITF inhibitors, primary screen, biochemical, AlphaScreen, human | Microphthalmia-associated transcription factor (Homo sapiens), O75030 | AlphaScreen MITF homodimerization, bead proximity signal | AID 1259374, 2018 | 0.91% of 650,000 active | inhibition, % at 2.6 µM; in the data active = inhibition above about 50%;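 also: 0% = vehicle wells with protein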
FBW7 activator: FBW7 E3 ligase activators, primary screen, biochemical, AlphaScreen, human | F-box/WD repeat-containing protein 7 (Homo sapiens), Q969H0 | normalized activity (activation), % at 26.1 µM | AlphaScreen FBW7–phospho-cyclin E peptide binding, activator screen | AID 1259310, 2017 | 0.13% of 650,000 active; in the data active = normalized activity above about 1.9%;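 also: purified mutant Fbw7 with reduced substrate affinity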
Target sequence (Q969H0 whole entry, looked up): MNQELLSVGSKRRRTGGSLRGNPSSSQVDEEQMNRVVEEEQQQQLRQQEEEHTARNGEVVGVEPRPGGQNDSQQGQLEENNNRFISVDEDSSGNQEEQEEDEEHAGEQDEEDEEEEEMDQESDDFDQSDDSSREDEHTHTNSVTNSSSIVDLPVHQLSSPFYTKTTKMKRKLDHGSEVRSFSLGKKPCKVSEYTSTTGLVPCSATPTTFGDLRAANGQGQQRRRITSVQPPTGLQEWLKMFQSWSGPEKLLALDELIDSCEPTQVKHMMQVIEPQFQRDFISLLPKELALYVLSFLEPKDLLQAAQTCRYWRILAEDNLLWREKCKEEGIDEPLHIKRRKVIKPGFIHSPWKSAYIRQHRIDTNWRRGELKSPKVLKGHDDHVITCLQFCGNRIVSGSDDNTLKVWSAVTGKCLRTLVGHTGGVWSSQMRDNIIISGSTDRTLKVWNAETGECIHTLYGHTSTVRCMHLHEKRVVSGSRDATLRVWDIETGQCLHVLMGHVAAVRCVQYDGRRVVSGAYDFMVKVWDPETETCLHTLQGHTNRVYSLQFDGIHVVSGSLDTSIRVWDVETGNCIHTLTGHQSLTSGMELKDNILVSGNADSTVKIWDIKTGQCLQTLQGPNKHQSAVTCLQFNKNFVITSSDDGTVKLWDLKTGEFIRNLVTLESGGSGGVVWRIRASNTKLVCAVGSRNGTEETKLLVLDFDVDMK
TEAD-YAP inh: TEAD-YAP interaction inhibition, primary screen, TEAD-YAP interaction inhibitor project, luminescence, HEK-TIYL cells. TEAD-Gal4/YAP UAS-luciferase luminescence. inhibition, % at 9.12 µM. 1.4% of 640,000 active. AID 1259422, 2018; in the data active = inhibition above about 32%;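 also: 0% = median of test compound wells and 100% = reference inhibitor wells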
The depositor's hits bear a star; & = joins results of further samples.

SMILES	GPR151 ag	MITF primary	FBW7 activator	TEAD-YAP inh
Cc1[nH]nc2c1C(c1ccccc1)C1=C(CC(C)(C)CC1=O)N2 (stereo not given)	0.0	2	0.6	21
C=CCNc1nc(C2(c3ccc(OC)c(OC)c3)CCOCC2)cs1	-0.2	1	0.1	-8
CCn1c(CNC(=O)c2ccc(C)cc2)nnc1SCC(=O)Nc1cccc(C)c1C	0.1	5	0.8	19
COc1ccc(NC(=O)c2cccc(-n3cc(NC(=O)Cc4cccc(C)c4)cn3)c2)cc1	3.9	-6	0.2	1
CC1=CC(C)(C)N(C(=O)NC2CCCCC2)c2c(C)cc(C)cc21	1.6	-5	0.2	-12
CN(C1CCCCC1)S(=O)(=O)c1cccc(C(=O)Nc2ccccc2)c1	0.1	8	0.0	-5
O=C(Cc1cccc2ccccc12)Nc1nnc(-c2ccncc2)o1	-0.3	71*	-0.3	2
CCN(C(=O)c1cc2cc([N+](=O)[O-])cc(OC)c2oc1=O)C1CCCCC1	-0.5	-8	0.0	0
Cc1ccc(C(=O)CC(NN2CCN(C)CC2)c2ccc([N+](=O)[O-])cc2)cc1 (stereo not given)	1.2	-2	-0.2	9
COc1ccc(-c2nc(NCc3nc4ccccc4[nH]3)c3ncn(-c4ccsc4)c3n2)cn1	-0.6	0	0.8	78*
O=C(COc1ccc2ccc(=O)oc2c1)c1ccc(N2CCCC2)cc1	-0.3	4	0.0	1
CCOC(=O)c1c(NC(=O)c2cccs2)sc(C(=O)Nc2ccc(C)cc2)c1C	0.5	9	0.1	-31
CCOC(=O)/C(C#N)=C1/Sc2ccccc2N1C	0.5	4	0.0	-47
COc1cccc(Cn2cc([N+](=O)[O-])cn2)c1	-0.5	-4	-0.1	-3
COc1cccc2cc(C(=O)NC3CCCCC3)c(=O)oc12	-1.8	-6	-0.1	-65
Cc1ccc(NC(=O)c2sc(=S)n(CCc3ccccc3)c2N)cc1	-0.5	11	0.1	10
O=S(=O)(c1ccc(Br)cc1)C(F)(F)F	1.0	16	0.0	1
CCc1n[nH]c(=S)n1/N=C/c1cccc(O)c1	0.9	4	-0.1	1
Cn1c(=O)c2c(nc(CN3CCC(C(N)=O)CC3)n2CCN2CCOCC2)n(C)c1=O	-0.3	1	-0.5	-2
Cc1n[nH]c(C)c1S(=O)(=O)Nc1ccc(C(N)=O)cc1	0.5	2	0.0	4
CC(=O)C1C(=O)c2c(cccc2[N+](=O)[O-])C1=Nc1cccc(F)c1 (stereo not given)	0.6	10	0.5	2
Cc1ccccc1NC(=O)Cn1nnc(-c2ccc(N)cc2)n1	-0.2	-7	0.1	0
C=CCNC(=S)Nc1ccc(NC(C)=O)cc1	2.9&0.2	2&12	0.2&0.7	-2&7
COc1cc2c(cc1OC)C(C)N(C(=O)NC1CC(=O)N(c3ccc(F)cc3)C1)CC2 (stereo not given)	-1.0	7	0.2	4
CC(=O)c1cccc(NC(=O)CN(C2CCCCC2)S(=O)(=O)c2ccc(Cl)cc2)c1	1.2	-11	0.1	0

Next part
SMILES	GPR151 ag	MITF primary	FBW7 activator	TEAD-YAP inh
CC(C)Cn1c(-c2cccc(S(=O)(=O)N3CCOCC3)c2)n[nH]c1=S	3.4	-1	-0.2	-2
Cc1ccc(Cl)cc1NC(=O)CCC(=O)N/N=C/c1ccc2c(c1)OCO2	0.4	-2	0.0	3
CCOC(=O)C1=C(C)N=c2s/c(=C\c3cc([N+](=O)[O-])c(OC)cc3OC)c(=O)n2C1c1ccc(OC)cc1 (stereo not given)	-0.9	3	-0.1	9
Cc1ccc2c(c1)cc(CN(Cc1cccnc1)S(=O)(=O)c1ccccc1)c1nnnn12	0.4	-1	-0.2	5
NC(=O)CCC(NC(=O)OCc1ccccc1)C(=O)OCC(=O)c1ccccc1 (stereo not given)	-1.2	-5	0.0	0
COc1ccc(NC(=O)C(C)N(c2cc(C)cc(C)c2)S(C)(=O)=O)cc1Cl (stereo not given)	2.2	-10	-0.2	-3
O=S(=O)(Cc1nnc(-c2ccccc2)o1)c1ccccc1	1.2	-10	0.1	-46
Cn1ccnc1C(NC(=O)N1CCOCC1)c1ccc(F)c(F)c1 (stereo not given)	-0.3	13	0.7	-10
Cc1ccc(C(=O)/C=C/Nc2ccc(F)cc2F)o1	-0.8	-13	-0.2	61*
Cc1nonc1OCCNCc1c(C(=O)N2CCCC2)nc2ccccn12	-0.3	-9	-0.1	5
COc1ccc(C)cc1NC(=O)C(=O)NNC(=O)/C=C/c1ccccc1	-1.8	-16	0.0	0
c1ccc(-c2csc3ncnc(Sc4ccc5c(c4)OCCO5)c23)cc1	2.0	-3	0.1	-13
CC1CCCN(C(=O)CO/N=C/c2cccs2)C1 (stereo not given)	-0.5	14	0.4	3
O=C(c1ccccc1)n1nc(-c2cccnc2)nc1NCc1ccco1	-0.4	-4	0.0	-2
COc1ccc(Cl)cc1NC(=O)c1sc2cc(C)ccc2c1Cl	3.2	7	0.3	2
O=C1c2ccccc2NC(c2ccccc2Cl)N1c1ccc(Br)cc1 (stereo not given)	-0.6	-9	0.0	-62
CC(Sc1nnc(NCc2ccccc2)s1)C(=O)NCc1ccccc1 (stereo not given)	-0.5	-4	0.1	2
O=C1C2C(C(=O)N1c1ccc(Cl)cc1Cl)C1C=CC2C12CC2 (stereo not given)	1.1	2	-0.1	-14
CC(=O)c1nn(-c2cccc([N+](=O)[O-])c2)cc1C(=O)c1nc2ccccc2s1	0.3	-2	0.1	4
CCOc1ccc(NC(=O)CS(=O)CC(=O)Nc2cccnc2)cc1 (stereo not given)	-0.7	17	0.2	-1
CCCS(=O)(=O)N1CCC(C(=O)NCCCN2CCCC2=O)CC1	2.7	14	0.1	2
O=C(CCc1nnc(-c2ccc3c(c2)OCO3)o1)NCc1ccc(F)cc1	0.5	-8	-0.1	-8
CC(=O)C1C(c2ccc(N(C)C)cc2)c2c(n[nH]c2C)CC1(C)O (stereo not given)	-0.4	-75	-0.1	8
O=C(NCc1ccccc1)NC1(C(=O)N2CCCCCC2)CCCCC1	-1.3	9	0.4	-14
O=C(O)CSc1nnc(-c2ccco2)n1CCc1ccccc1	0.8	-9	-0.1	-3

Remaining list, next part
SMILES	GPR151 ag	MITF primary	FBW7 activator	TEAD-YAP inh
CCOC(=O)CN1C(=S)NC(C)(C)C=C1C	-1.3	1	0.3	16
CC(=O)Nc1cc(-c2ccccc2)nn1Cc1ccccc1	0.5	6	0.0	-13
COc1ccc(OCCOc2ccc(/C=C3/C(=N)N4N=C(C)SC4=NC3=O)cc2OC)cc1	0.1	-17	-0.2	7
CS(=O)(=O)N(CC(=O)Nc1ccc(F)cc1)c1ccc(I)cc1	0.4	12	-0.2	-2
COCCNC(=O)CN1C(=O)/C(=C\c2ccc(Cl)cc2)Sc2ccccc21	-0.6	-14	-0.1	-3
NC(N)=NC(N)=NCc1ccccc1	0.5	-16	0.2	-8
CC(=O)C1=C(O)C(=O)N(CCN2CCOCC2)C1c1ccc(Cl)cc1 (stereo not given)	1.3	5	-0.1	-3
O=C(Nc1ccc(-c2cn3c(n2)SCC3)cc1)C1CC1	-0.1	4	0.2	-36
COc1ccc(-n2nnnc2SCC(=O)O)cc1	-0.4	4	0.4	4
CCCS(=O)(=O)N1CCCc2cc(NS(=O)(=O)Cc3ccccc3Cl)ccc21	0.1	9	0.5	0
CSc1ccccc1C(=O)Nc1cccc(C)n1	-0.2	1	0.1	3
COc1ccc(NC(=O)c2cc3c(CO)cnc(C)c3oc2=Nc2ccc(Cl)cc2)cc1	-0.2	10	0.1	5
Cc1ccc(S(=O)(=O)Nc2ccc3ccccc3c2)cc1	0.2	-3	0.3	-3
CC(=O)NC(c1ccco1)c1c(O)ccc2ccccc12 (stereo not given)	-0.2	-3	-0.1	5
CS(=O)(=O)N1CCN(C(=O)C2CN(C(=O)COc3ccccc3F)C2)CC1	1.6	16	0.2	6
Cc1cc([N+](=O)[O-])nn1C(=O)Cc1ccccc1F	-0.6	-59	0.2	-2
CC1(C)CC(=O)C=C(NNC(=O)c2cccnc2)C1	1.1	8	0.1	9
COCCN(Cc1cc2ccc(C)c(C)c2nc1Cl)C(=O)C1CC1	-0.4	4	-0.1	-5
Cc1ccc(N=C(NOCc2cccc(Br)c2)c2nonc2N)cc1	2.3	6	0.6	-8
CC(CC(=O)N1CCC(Cc2ccccc2)CC1)CC1=NS(=O)(=O)c2ccccc2N1 (stereo not given)	3.5	-8	-0.3	25
COc1ccc(-n2c(SCc3ccccc3)nc3c(c2=O)SCC3)cc1OC	2.2	6	-0.1	-5
COC(=O)c1c(NC(=O)C(C)Oc2ccc(Cl)cc2Cl)sc2c1CCCC2 (stereo not given)	-1.1	-3	0.1	4
O=C(CC1C(=O)NCCN1CCc1ccccc1)NC1CCCC1 (stereo not given)	2.7	7	0.0	10
O=c1cnnc(Nc2ccc(Cl)c(C(F)(F)F)c2)[nH]1	0.9	7	0.6	2
O=C(NCCc1ccccc1)C1CCN(C2CCN(C(=O)C3CCCO3)CC2)CC1 (stereo not given)	0.0	-2	0.0	-12

Additional compounds:
SMILES	GPR151 ag	MITF primary	FBW7 activator	TEAD-YAP inh
Cc1ccc(S(=O)(=O)N(C#N)c2nc(C)cc(C)n2)cc1	0.7	2	0.1	-2
CC1CCCCC1NCC(=O)NCc1ccc(F)cc1 (stereo not given)	1.3	14	0.0	-1
CCN(CC)c1nc(C)nc2sc(C(=O)N3CCN(c4ccccc4F)CC3)c(C)c12	2.5	-4	-0.1	-2
O=C(O)CCC(=O)NCC1(c2ccccc2)CCCC1	-0.3	9	0.1	6
CCCCN(CC)S(=O)(=O)c1ccc(C(=O)Nc2nc3c(s2)COc2ccccc2-3)cc1	-1.4	8	0.5	-14
O=C(Nc1nnc(-c2ccco2)o1)C1=COCCO1	1.1	0	-0.2	-4
CCCCNC(=O)C1c2cc(OC)c(OC)cc2C(=O)N2CCc3ccccc3C12 (stereo not given)	-0.2	8	0.6	7
COC(=O)C1CCN(C(c2ccccc2)c2sc3ncnn3c2O)CC1 (stereo not given)	1.2	-2	0.0	-4
CCC1Sc2cc(S(=O)(=O)CCC(=O)NC3CCC(C)CC3)ccc2NC1=O (stereo not given)	1.6	4	0.6	14
COCCNC(=O)c1cn(C[C@@H]2CCCN(C(=O)c3oc(C)nc3C)C2)nn1	4.0	-1	0.0	-5
Cc1cccc(OCC(O)CN(C)Cc2cccs2)c1 (stereo not given)	-0.5	50	0.0	-6
CCOC(=O)c1sc(NC(=O)COc2ccccc2Br)nc1C	-0.2	6	0.1	-3
NC(CC(=O)O)c1cccc([N+](=O)[O-])c1 (stereo not given)	0.4	0	0.0	0
CCOc1ccc(-n2c(=O)[nH]cc(C(=O)Nc3ccc(Br)cc3)c2=O)cc1	-0.4	12	0.1	-1
COc1ccc(Nc2ncnc(N)n2)cc1	-0.3	-9	0.0	-5
O=C(COC(=O)c1cc2ccccc2cc1O)NC1CCS(=O)(=O)C1 (stereo not given)	-2.8	3	0.1	-2
Cc1ccc(Nc2nnc(SCC(=O)Nc3ccccc3C#N)s2)cc1C	-0.8	-5	0.0	-9
O=C(Nc1ccc2oc(-c3ccccc3Cl)nc2c1)c1ccc(I)cc1	-0.7	5	-0.1	-8
Cc1csc(=Nc2ccccc2)n1CC(O)c1ccc([N+](=O)[O-])cc1 (stereo not given)	0.9&-1.4	4&18	-0.5&0.1	-4&-5
C=CCNc1nc(Cl)nc(NC(C)(C)CO)n1	0.0	8	0.2	-8
COc1ccc(OCC(O)Cn2c(-n3nc(C)cc3C)nc3c2c(=O)[nH]c(=O)n3C)cc1 (stereo not given)	1.0	8	0.1	6

4 consecutive entries already listed:
SMILES	GPR151 ag	MITF primary	FBW7 activator	TEAD-YAP inh
Cc1ccc(S(=O)(=O)N(C#N)c2nc(C)cc(C)n2)cc1	0.7	2	0.1	-2
CC1CCCCC1NCC(=O)NCc1ccc(F)cc1 (stereo not given)	1.3	14	0.0	-1
CCN(CC)c1nc(C)nc2sc(C(=O)N3CCN(c4ccccc4F)CC3)c(C)c12	2.5	-4	-0.1	-2
O=C(O)CCC(=O)NCC1(c2ccccc2)CCCC1	-0.3	9	0.1	6

Profiles from above.
Cc1ccc(S(=O)(=O)N(C#N)c2nc(C)cc(C)n2)cc1 across the screens: GPR151 ag: 0.7; MITF primary: 2; FBW7 activator: 0.1; TEAD-YAP inh: -2
COC(=O)C1CCN(C(c2ccccc2)c2sc3ncnn3c2O)CC1 (stereo not given) across the screens: GPR151 ag: 1.2; MITF primary: -2; FBW7 activator: 0.0; TEAD-YAP inh: -4

Assay outcomes from PubChem.
